Growth percent in the NCI-60 one-dose screen (48 h, 10 µM unless noted): 100 = growth as untreated, 0 = no growth, -100 = all killed.
SK-OV-3 = SK-OV-3 ovarian cancer cells; actives 3.2% (n = 80,000)
NCI-H460 = NCI-H460 lung cancer. actives 6.8% (n = 82,000). AID 1794736
NCI/ADR-RES = NCI/ADR-RES ovarian cells. actives 4.4% (n = 81,000). AID 1794790
NCI-H23 = NCI-H23 lung cancer; actives 4% (n = 80,000); AID 1794731
NCI-H322M = NCI-H322M lung cancer; actives 2.7% (n = 80,000)
IGROV1 = IGROV1 ovarian cancer; actives 4.7% (n = 79,000)
NCI-H226 = NCI-H226 lung cancer | actives 3.5% (n = 79,000)
NCI-H522 = NCI-H522 lung cancer; actives 8% (n = 78,000)
COLO 205 = COLO 205 colon cancer | actives 7.3% (n = 79,000) | AID 1794742
* hit, by the source's call; . = not tested or not shown. Rule for the calls: active = growth percent below 10; inactive = the rest.

SMILES	SK-OV-3	NCI-H460	NCI/ADR-RES	NCI-H23	NCI-H322M	IGROV1	NCI-H226	NCI-H522	COLO 205
COc1cc2c3c(c1OCC1CC1)-c1cc4c(cc1CC3OCC2)OCO4 (centres undefined)	109	93	89	90	99	73	.	93	97
NC(=O)c1ccc(Oc2ccc(C(N)=O)cc2)cc1	106	103	116	106	94	104	97	97	104
O=C(O)Cc1ccc2c(c1)Cc1cccnc1O2	103	105	.	99	109	97	92	96	111
CCNc1nc2ccc(Nc3ccnc4cc(Cl)ccc34)cc2[nH]1	108	86	96	90	98	91	95	98	61
COc1c2ccoc2cc2oc(-c3ccccc3)cc(=O)c12	110	107	89	86	143	.	113	93	100
Cc1ccc(-c2nc(/C=N/Nc3cc(C)nc4ccc(Cl)cc34)c(C)o2)cc1	96	-77*	-38*	44	-83*	-70*	81	-69*	-86*
O=C(O)C(c1ccccc1)S(=O)(=O)O (centres undefined)	121	107	103	100	106	107	104	104	110
C/C=C/CSC(C)(C)C(=O)NC	96	104	108	102	.	115	100	86	119
COc1ccc(/C=N\NC(=O)c2cc(-c3ccc(Br)cc3)n(-c3ccc(OC)cc3)n2)cc1	107	84	83	87	81	89	77	75	104
COc1ccc(C2C3=C(CC(C)(C)CC3=O)N(Cc3ccc(C(=O)O)cc3)C3=C2C(=O)CC(C)(C)C3)cc1	107	115	100	.	106	105	111	94	124

Overlap with the part before: five entries, followed by the next part.
SMILES	SK-OV-3	NCI-H460	NCI/ADR-RES	NCI-H23	NCI-H322M	IGROV1	NCI-H226	NCI-H522	COLO 205
Cc1ccc(-c2nc(/C=N/Nc3cc(C)nc4ccc(Cl)cc34)c(C)o2)cc1	96	-77*	-38*	44	-83*	-70*	81	-69*	-86*
O=C(O)C(c1ccccc1)S(=O)(=O)O (centres undefined)	121	107	103	100	106	107	104	104	110
C/C=C/CSC(C)(C)C(=O)NC	96	104	108	102	.	115	100	86	119
COc1ccc(/C=N\NC(=O)c2cc(-c3ccc(Br)cc3)n(-c3ccc(OC)cc3)n2)cc1	107	84	83	87	81	89	77	75	104
COc1ccc(C2C3=C(CC(C)(C)CC3=O)N(Cc3ccc(C(=O)O)cc3)C3=C2C(=O)CC(C)(C)C3)cc1	107	115	100	.	106	105	111	94	124
CC(C)CNC(=S)N/N=C/c1ccc(N(C)C)cc1	112	106	95	91	99	115	98	86	117
N#Cc1ccc(/C=N/N=C(N)N)cc1	106	103	113	105	97	103	93	98	100
CCOC(=O)c1c2ncccc2n2c(=O)n(-c3ccccc3)nnc12	93	106	101	105	85	42	94	87	115
COc1ccc2c(c1)CCc1cc(C#N)c(=O)[nH]c1-2	102	86	89	89	101	94	74	81	94
Cc1ccc(C(=O)NC2CCCCC2)cc1	104	103	109	108	104	106	107	91	108
CCCN(CCC)CC(C)(C)C=O	103	112	104	102	122	123	91	102	114
O=C(Nc1ncc(Cc2ccccc2Cl)s1)C(=S)N1CCOCC1	98	109	101	95	104	96	99	89	108
O=C(O)c1ccc(C(=O)O)nc1	104	105	102	96	94	98	108	74	103
O=C(NNc1nc2cc(F)ccc2n2c(C(=O)N3CCN(C4CC4)CC3)ccc12)c1ncccn1	22	8.4*	17	38	30	30	11	67	7.8*
CCCc1nc(-c2cc(OC)c(OC)c(OC)c2)no1	101	102	101	94	102	100	95	90	110
COc1ccc(OC)c(NC(=O)CSC(N)=O)c1	99	94	101	100	97	107	106	95	107
Cc1ccc(C(=O)Nc2ccc(CN3CCN(C)CC3)c(C(F)(F)F)c2)cc1C#Cc1cnc(N)c2ccccc12	-1.4*	-87*	-33*	-46*	17	-38*	22	-44*	-66*
N#C/C(=C/c1ccco1)c1nnc(NC(=O)c2ccc(-n3c(=O)[nH]c4ccccc4c3=O)cc2)s1	115	119	107	101	109	110	109	95	124
CSc1oc(-c2ccc(C)cc2)nc1S(=O)(=O)c1ccccc1	92	108	95	91	85	94	100	68	104
CC[n+]1c2ccc(C)cc2nc2c3ccccc3c(N)cc21	83	64	92	64	64	50	72	34	52
COc1cc(C2CC(c3ccc4c(c3)OCO4)=NN2C=O)ccc1OCc1cc(OC)c(OC)c(OC)c1 (centres undefined)	84	87	72	81	92	82	66	.	93
CCN(CC)CCN1C(=O)c2c(c3c4cccnc4[nH]c3c3ccc4ccccc4c23)C1=O	64	14	56	60	77	55	79	65	72
CCOc1ccccc1C(=O)N(CC)CC	104	104	102	102	104	108	95	94	105
CN1CCC(=O)NC1=O	112	113	101	103	.	.	100	115	100
Cc1ccc(-c2csc(NC(=O)CCCCl)n2)cc1	105	103	101	93	87	95	79	83	112
C/C(=N/NC(N)=S)c1ccc(Nc2nc(SCC(C)C)nc(-c3ccccc3)c2C#N)cc1	104	110	109	.	112	106	115	102	120
Cn1c(=O)c2c(nc3n(-c4ccc(Cl)cc4Cl)c(Sc4nc(-c5ccccc5)c(C#N)c(=O)[nH]4)cn23)n(C)c1=O	40	14	44	65	26	56	56	60	72
CCN(CC)Cc1cc(C=C2C(=O)NC(=S)NC2=O)cc(OC)c1O	111	104	110	98	103	112	107	104	117
COc1cc(C2C=C(c3ccc(Cl)cc3)N=C3SC=CN32)cc(OC)c1OC (centres undefined)	118	115	103	97	101	110	108	115	116
CCOC(=O)C1CC(c2ccccc2)=NN1c1ccccc1 (centres undefined)	.	110	106	101	102	122	.	86	.
c1ccc(Cc2nn3cc(-c4ccccc4)nc3s2)cc1	112	102	102	98	98	106	117	80	118
O=C(/C=C/c1ccccc1)c1ccc(NC(=O)c2cc3cc4ccccc4nc3s2)cc1	98	66	82	62	91	80	76	83	88
COc1cc(OC)c(C(=O)O)c(OC)c1OC	97	119	99	96	94	102	119	86	116
Cc1cc(N=Nc2ccc(N=Nc3ccc(N=Nc4ccc(O)c(C(=O)O)c4)cc3)c(S(=O)(=O)O)c2C)c(N)cc1N	89	.	100	93	102	107	94	89	106
CCOC(=O)C1=C(C)n2nc(CC#N)c(C#N)c2NC1c1cc(Br)ccc1O (centres undefined)	92	104	97	85	93	66	84	86	99

Reprinted at random: two compounds from above, in no set order.
SMILES	SK-OV-3	NCI-H460	NCI/ADR-RES	NCI-H23	NCI-H322M	IGROV1	NCI-H226	NCI-H522	COLO 205
CCOC(=O)C1CC(c2ccccc2)=NN1c1ccccc1 (centres undefined)	.	110	106	101	102	122	.	86	.
Cc1cc(N=Nc2ccc(N=Nc3ccc(N=Nc4ccc(O)c(C(=O)O)c4)cc3)c(S(=O)(=O)O)c2C)c(N)cc1N	89	.	100	93	102	107	94	89	106

More results follow:
SMILES	SK-OV-3	NCI-H460	NCI/ADR-RES	NCI-H23	NCI-H322M	IGROV1	NCI-H226	NCI-H522	COLO 205
CCCCCCCCCCCCSSC(=S)OC(C)C	110	109	93	105	87	34	79	97	127
CCCCNc1nc(-c2ccc(Cl)cc2)n2ncc(C#N)c2n1	63	98	88	98	87	85	94	59	.
CCNc1nc(-c2ccc(Cl)c(OC)c2)c(-c2ccnc(NCCNS(=O)(=O)c3ccc(Cl)cc3)n2)s1	1.6*	17	33	26	45	39	21	-25*	26
COc1ccc(-c2nc3ccc(-c4nnc(SCC(=O)Nc5cc(OC)c(OC)c(OC)c5)o4)cc3[nH]2)cc1OC	112	102	103	103	94	95	89	84	105
CC(C)c1nc(-c2cccc(O)c2)c(-c2ccnc(NCCCNS(=O)(=O)c3ccc(Cl)cc3)c2)s1	86	44	71	92	93	79	91	68	31
COc1ccccc1-c1ccc2nc(Nc3cc(N4CCN(CCO)CC4)nc(C)n3)sc2c1	94	91	77	88	96	80	94	84	90
Cn1cc(-c2csc(-c3c[nH]c4ncccc34)n2)c2ccccc21	74	85	67	74	81	68	77	70	70
COc1ccc(-c2cn(-c3ccc(Cl)cc3)c(SCC(=O)c3ccc(Br)cc3)n2)cc1	106	101	103	98	106	99	87	85	106
NNC(=O)CNc1ccc2ccccc2c1	106	113	113	101	115	-28*	109	98	109
O=S1(=O)CC(c2ccccc2)=NN=C(c2ccccc2)C1	96	109	109	99	.	118	104	100	107
O=C1C(SCCO)=C(SCCO)C(=O)N1c1ccc(-c2ccccc2)cc1	106	108	104	89	124	.	75	-61*	-56*
CS(=O)(=O)c1cccc(-c2c(-c3cccc(OCCc4ccc(F)cc4)c3)nc3sccn23)c1	107	91	77	85	77	66	80	76	94
O=C(O)/C=C/c1cn(-c2ccccc2)nc1-c1ccccc1	95	97	99	90	91	92	81	70	113
O=C1c2[nH]cc(CN[C@@H]3CCCN3)c2C(=O)c2c1c(O)c1ccccc1c2O	-100*	-93*	20	-54*	-95*	-83*	.	-85*	-80*
CCOC(=O)C(CCc1ccncc1)C(=O)CC(C)C (centres undefined)	98	107	108	102	103	105	99	86	111
CCN(CC)S(=O)(=O)c1ccc(NC(=O)C(Cl)Cl)cc1	116	103	110	103	91	112	89	85	118
c1ccc(CN2CCc3c(sc4ncnc(N5CCOCC5)c34)C2)cc1	105	101	94	98	94	99	96	93	108
CC1(C)C(=O)/C(=C\c2ccc(C(F)(F)F)cc2)C[C@]2(C)[C@H]3CC[C@@H]4[C@H]5[C@H](C(=O)/C=C/c6ccc(C(F)(F)F)cc6)CC[C@]5(CO)CC[C@@]4(C)[C@]3(C)CC[C@@H]12	110	99	99	100	101	92	91	98	115
Nc1c(Cl)ncnc1NCCO	103	116	122	111	128	112	92	88	133
Cc1nc2ccccc2n1CC1C(=O)NC(=O)NC1=O	107	111	99	102	96	106	114	94	115
COc1cc2c(c(OC)c1OC)CCC(c1cccc(NC(=O)c3ccc(Br)cc3)c1)O2 (centres undefined)	75	94	84	80	75	71	72	75	86
Cc1cc(F)ccc1S(=O)(=O)Nc1cc(-c2c(O)ccc3ccccc23)c(O)c2ccccc12	52	16	31	17	79	28	47	-36*	14
NC(=S)N/N=C/c1ccccc1	108	104	107	107	99	101	97	104	110
COc1ccc(C(O)CCN(Cc2ccccc2)Cc2cc(OC)c(OC)c(OC)c2)cc1 (centres undefined)	101	108	85	97	97	98	95	91	114
COc1ccc(NS(=O)(=O)c2ccc(NC3=C(Cl)C(=O)c4ncccc4C3=O)cc2)nn1	85	109	99	90	108	110	105	89	111
CCCCCCCCCCCCCCCCCCNC(=O)[C@H]1CSC(c2ccc(OC)cc2O)N1 (some centres undefined)	96	13	71	83	67	60	90	66	97
Nc1ccc(/C=C/c2ccc3ncccc3c2)cc1	124	87	94	104	98	119	79	91	162
O=C1OC2CCCC2C12C(=O)O[C@@H]1CCC[C@@H]12 (mixture of isomers)	115	107	111	108	102	106	104	102	119
COc1ccc(-n2c(N)c(-c3nc4ccccc4[nH]3)cc(C#N)c2=O)cc1	111	87	78	87	102	103	35	74	105
CCCCC/C(=C\c1ccccc1)C1OC(C)C(C)O1 (centres undefined)	97	107	100	90	112	112	83	68	106
c1ccc2c(c1)CCc1c-2n[nH]c1-c1[nH]nc2c1CCc1ccccc1-2	110	124	101	95	102	91	78	97	121
CCOC(=O)c1cc(/C(=N/O)c2cc(OC)c(OC)c(OC)c2Br)n2cc(C)cc(C)c12	97	88	68	73	86	68	87	84	98
Nc1nc(SCc2ccc(Cl)cc2Cl)c2ncn(C3OC(CO)C(O)C3O)c2n1 (centres undefined)	120	102	100	102	114	113	96	91	100
NC(=S)N/N=C(/c1cccs1)C1CC1	103	106	.	101	93	54	90	87	105
c1ccc([P+](CCC[P+](c2ccccc2)(c2ccccc2)c2ccccc2)(c2ccccc2)c2ccccc2)cc1	93	78	104	89	79	59	101	43	45
COc1ccc(Nc2n[nH]c(-c3ccc(Cl)cc3)c2C#N)cc1	102	111	108	98	120	120	112	105	116
COc1ccc(C2CC(c3ccccc3)=NN2c2nc(-c3cccs3)c(C#N)c(=O)[nH]2)cc1 (centres undefined)	72	107	91	87	95	90	94	76	102
O=C1N=C(N2CCOCC2)S/C1=C/c1ccco1	114	104	94	114	.	.	108	.	105
C[C@H]1C(=O)N2c3ccccc3[C@@]3(O)C[C@@H](n4cnc5ccccc5c4=O)C(=O)N1[C@@H]23	104	107	104	106	109	.	98	93	110
N#CC1(c2ccccc2)C(c2ccccc2)CC(=O)CC1c1ccccc1 (centres undefined)	79	89	79	88	102	90	77	79	80

Record cards (already shown). Order of screens: SK-OV-3, NCI-H460, NCI/ADR-RES, NCI-H23, NCI-H322M, IGROV1, NCI-H226, NCI-H522, COLO 205
COc1cc(OC)c(C(=O)O)c(OC)c1OC reads 97, 119, 99, 96, 94, 102, 119, 86, 116
COc1cc2c(c(OC)c1OC)CCC(c1cccc(NC(=O)c3ccc(Br)cc3)c1)O2 (centres undefined) reads 75, 94, 84, 80, 75, 71, 72, 75, 86
Nc1ccc(/C=C/c2ccc3ncccc3c2)cc1 reads 124, 87, 94, 104, 98, 119, 79, 91, 162
CCOC(=O)C(CCc1ccncc1)C(=O)CC(C)C (centres undefined) reads 98, 107, 108, 102, 103, 105, 99, 86, 111
O=C(O)C(c1ccccc1)S(=O)(=O)O (centres undefined) reads 121, 107, 103, 100, 106, 107, 104, 104, 110

Later entries:
SMILES	SK-OV-3	NCI-H460	NCI/ADR-RES	NCI-H23	NCI-H322M	IGROV1	NCI-H226	NCI-H522	COLO 205
O=C(O)/C=C\C(=O)Nc1ccc2c(c1)Cc1cc(F)ccc1-2	94	110	102	96	100	96	98	91	105
C[C@@H]1CN(c2cccnc2F)C(=O)c2cc(COc3ccc(Cl)cn3)nn21	102	121	103	101	97	102	101	85	110
CC1CCCCN1CCOc1ccccc1Cc1ccccc1 (centres undefined)	100	105	87	97	90	87	103	103	95
CCn1cc(C2=C(c3cccc4ccccc34)C(=O)N(O)C2=O)c2cc(Br)ccc21	76	104	108	85	97	83	82	100	105
O=C(Nc1ccc(Cl)cc1)OCC12COCN1COC2	105	104	106	101	98	100	.	95	111
C/C(=N/NC(=S)NC1CCCCC1)c1sc(Nc2ccc(F)cc2)nc1C	.	98	83	95	83	92	80	89	110
CCNC(=O)Nc1ccc(OC2CCNCC2)c(NC(=O)c2[nH]c(C)c(Cl)c2Cl)c1	116	114	110	103	108	104	112	88	105

Source: PubChem BioAssay
